Screening data from PubChem BioAssay.
Rab9 promoter act: Rab9 promoter activation; AID 485297; Huh7 Rab9 promoter-luciferase reporter, luminescence, 24 h; Potency, µM (series often up to 9.22 µM), without a hit: at the highest dose activation, negative = inhibition, actives largely listed as activators; 320,000 compounds, 2.8% hits; further: potency means the concentration at half of the fitted maximal effect; % of control where 0% means no effect; nearly all actives have a fitted effect of over 60% in size
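Huh7 cells stably carrying Rab9 promoter–luciferase reporter, plated 1500 cells/well, compound added after 2 h and incubated 24 h at 37 °C; luciferase luminescence then read after 10 min with detection reagent.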
Giardia killer: kills Giardia lamblia; Giardia lamblia trophozoite viability; activity change, % at 7.66 µM, hits read low; 340,000 compounds, 0.15% hits; AID 540267; in the data active means activity change below about -80%; inconclusive means between about -30% and that limit;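 further: parasites exposed to compound for two days anaerobically before the ATP read; on the % scale 0 is the no-effect control and ±100 the full control effect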
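Media and compound were dispensed first, then trophozoites at 100 cells/well; plates sat 48 hrs at 37 deg C without oxygen before ATP luminescence reagent was added and read after 15-30 min at room temperature.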
NPC1 prom act: activators of NPC1 promoter. Huh7 NPC1 promoter luciferase reporter, 24 h. Potency, µM (top dose mostly 9.22 µM), for the others: top-dose activation, most hits filed as activators. 320,000 compounds, 2.4% hits;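 further: potency means the concentration at half of the fitted maximal effect; % of control where 0% means no effect; nearly all actives have a fitted effect of over 60% in size; reporter is driven by a mutant NPC1 promoter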
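Cells: Huh7 expressing luciferase under the NPC1 promoter, 1500/well. Seeded 2 h, compound added, incubated 24 h at 37 °C. Luciferase reagent, 10 min ambient, then luminescence.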
RORgamma inh: inhibitors of mouse ROR gamma transcriptional activity; P51450; Drosophila S2 Gal4-RORgamma UAS-luciferase reporter, 20 h; Potency, µM (titrated, usually from 53.6 µM), inactives show at the top dose activity change, negative = inhibition, most hits filed as inhibitors; 310,000 compounds, 5.4% hits; AID 2551; further: potency means the concentration at half of the fitted maximal effect; on the % scale 0 is the no-effect control and ±100 the full control effect; nearly all actives have a fitted effect of over 60% in size
Target sequence (P51450 whole entry, looked up, the tested form may be a part): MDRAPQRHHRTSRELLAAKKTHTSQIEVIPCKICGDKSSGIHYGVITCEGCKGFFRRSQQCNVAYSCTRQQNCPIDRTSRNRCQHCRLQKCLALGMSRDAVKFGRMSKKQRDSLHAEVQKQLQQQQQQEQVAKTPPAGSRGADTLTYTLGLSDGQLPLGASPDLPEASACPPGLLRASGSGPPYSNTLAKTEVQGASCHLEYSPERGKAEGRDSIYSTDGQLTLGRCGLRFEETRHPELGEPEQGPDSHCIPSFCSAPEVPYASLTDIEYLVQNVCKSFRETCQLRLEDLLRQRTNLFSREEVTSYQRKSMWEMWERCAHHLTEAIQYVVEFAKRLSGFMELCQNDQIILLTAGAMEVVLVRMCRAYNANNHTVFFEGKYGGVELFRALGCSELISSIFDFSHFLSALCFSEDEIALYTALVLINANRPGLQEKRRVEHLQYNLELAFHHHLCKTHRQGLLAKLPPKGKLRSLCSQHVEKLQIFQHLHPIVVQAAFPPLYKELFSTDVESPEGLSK
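A Gal4/UAS one-hybrid system in insect cells: metallothionein-promoter Gal4–ROR gamma fusion plus Photinus luciferase reporter. Copper sulfate 700 uM final, 20 hr ambient incubation, luminescent detection after 10 min with reagent.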
ELG1 genotox: induces genotoxicity in HEK293T cells with luciferase-tagged ELG1; Potency, µM (highest dose often 46 µM), for inactives: top-dose activity change, positive = activation, actives largely listed as activators; 330,000 compounds, 1.3% hits; HEK293T ELG1-luciferase reporter, luminescence, 16 h; AID 504466; further: potency means the concentration at half of the fitted maximal effect; % of control where 0% means no effect; nearly all actives have a fitted effect of over 60% in size
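HEK293T cells expressing luciferase-tagged ELG1 were treated with compound or DMSO for 16 hr at 37°C. Luciferase activity was then read after 30 min with ONE-Glo at room temperature; rising signal flags genetic stress.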
BRCA1 expr act: BRCA1 expression activation | MCF7-BRCA1-FFLuc reporter, luminescence, 48 h; response scale: scaled: vehicle 0%, 10 µM genistein 100% | Potency, µM (series often up to 46.1 µM), for the others: at the highest dose activation, hits mostly activators | 380,000 compounds, 1.1% hits; further: potency means the concentration at half of the fitted maximal effect; nearly all actives have a fitted effect of over 80% in size; some results filed as inactive show a strong effect at the top dose
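Quantitative HTS in MCF7 cells stably reporting BRCA1 expression via firefly luciferase. Compound treatment lasts 48 h at 37 °C in phenol-red free MEM. Activation is expressed relative to genistein at 10 microM and DMSO.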
FLuc modulator: firefly luciferase modulation, counter-screen for miR-21 project; purified FLuc, Km substrates, luminescence inhibition; Potency, µM (titrated, usually from 57.5 µM), for inactives: at the top dose activity change, negative = inhibition, most hits filed as inhibitors; 360,000 compounds, 6.9% hits; AID 588342;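 further: potency means the concentration at half of the fitted maximal effect; plate controls were vehicle for no effect and reference inhibitor for full effect; nearly all actives have a fitted effect of over 55% in size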
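Purified P. pyralis luciferase, 10 nM final, with Km-level 10 uM D-luciferin and 10 uM ATP in 50 mM Tris acetate pH 7.5, 10 mM Mg acetate, 0.01% Tween-20, 0.05% BSA; 6-point qHTS titration about 60 µM downward; luminescence read.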
Menin-MLL TR inh: displaces Texas Red mutant MLL peptide from human menin. 270,000 compounds, 0.23% hits. Menin + Texas Red MLL mutant peptide, fluorescence polarization. Potency, µM (doses to about 61.6 µM), for inactives: at the top dose FP activity change, negative = inhibition, actives largely listed as inhibitors; active means well fitted inhibition curve with a large enough effect in the polarisation, with a control signal flat, not every such curve was filed as active; inconclusive means small, poorly fitted or top-dose-only effect, or effect the other way, or a change in a side signal; inactive means no such curve, though single readings can be large or run the other way; the % refers to the polarisation; further: potency means the concentration at half of the fitted maximal effect; % of control where 0% means no effect; many of its hits are not listed in these tables
Gal4-VP16 FLuc: inhibits Gal4-VP16 luciferase reporter, ROR gamma counter-screen; 310,000 compounds, 3.5% hits; Drosophila S2 Gal4-VP16 UAS-luciferase, luminescence, 20 h; Potency, µM (titrated, usually from 53.6 µM), for inactives: at the highest dose activity, negative = inhibition, hits mostly inhibitors;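 further: Gal4-VP16 expression switched on by copper sulfate through the metallothionein promoter; potency means the concentration at half of the fitted maximal effect; on the % scale 0 is the no-effect control and ±100 the full control effect; nearly all actives have a fitted effect of over 50% in size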
PKM2 activator: increases activity of human pyruvate kinase M2 | P14618 | purified PKM2, Kinase-Glo ATP luminescence, activation; response scale: 0% is enzyme alone, no compound | AID 1631 | 260,000 compounds, 0.34% hits | Potency, µM (highest dose often 57.5 µM), without a hit: at the top dose activation, actives largely listed as activators; further: potency means the concentration at half of the fitted maximal effect; on the % scale 0 is the no-effect control and ±100 the full control effect; nearly all actives have a fitted effect of over 55% in size
Target sequence (P14618 whole entry, looked up): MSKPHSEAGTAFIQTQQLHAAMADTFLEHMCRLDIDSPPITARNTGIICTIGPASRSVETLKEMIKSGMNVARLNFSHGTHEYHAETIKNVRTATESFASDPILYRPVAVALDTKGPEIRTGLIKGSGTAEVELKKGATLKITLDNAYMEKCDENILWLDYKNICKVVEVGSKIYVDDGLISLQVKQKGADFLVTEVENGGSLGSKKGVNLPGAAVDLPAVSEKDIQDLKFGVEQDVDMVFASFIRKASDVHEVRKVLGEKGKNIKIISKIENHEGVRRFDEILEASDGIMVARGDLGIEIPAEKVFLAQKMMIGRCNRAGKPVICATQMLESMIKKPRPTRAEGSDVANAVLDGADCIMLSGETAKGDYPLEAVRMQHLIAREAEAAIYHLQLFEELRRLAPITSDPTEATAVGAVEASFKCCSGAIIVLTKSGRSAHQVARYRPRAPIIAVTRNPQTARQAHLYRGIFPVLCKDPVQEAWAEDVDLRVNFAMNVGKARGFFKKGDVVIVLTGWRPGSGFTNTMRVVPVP
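hPK-M2, >95% pure; 0.1 mM ADP / 0.5 mM PEP final; imidazole pH7.2 buffer w/ 7 mM MgCl2, 50 mM KCl; 1 h RT; Kinase-Glo lum. Intermediate enzyme activity for dual inhibitor/activator qHTS.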
p53 reactivation: re-activators of mutant p53. H1299 p53-A138V BP100-luciferase reporter, luminescence, 24 h. Potency, µM (highest dose often 92.2 µM), for the others: at the top dose activity change, positive = activation, actives largely listed as activators. AID 504706. 320,000 compounds, 0.063% hits; further: potency means the concentration at half of the fitted maximal effect; % of control where 0% means no effect; nearly all actives have a fitted effect of over 45% in size
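p53-null H1299 cells stably carrying temperature-sensitive p53-A138V and a BP100-luciferase reporter were pinned with compounds (4-point, 1:5 series) and held 24 hrs at 37 deg C. Luminescence was read 10 min after detection reagent.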
Active calls of the source: *; ? = inconclusive; . = not tested or not shown; [ ] = remark or other dose. Unless noted, the call rests on the fitted dose curve; in most records, active means well fitted curve in the direction sought with a large enough effect; inconclusive means small, poorly fitted or top-dose-only effect, or another doubt; inactive means no such curve, though single readings can be large; an effect the other way counts as inactive or inconclusive. Some of the compounds tested; count on the stated rates, not on these rows.

item	canonical_smiles	Rab9 promoter act	Giardia killer	NPC1 prom act	RORgamma inh	ELG1 genotox	BRCA1 expr act
1	Cn1c(=O)c(Oc2ccc(F)cc2)c(O)c2ccccc21	1%	-9	0%	4%	-7%	-17%
2	CCCCC(=O)Nc1ccc(F)c(Cl)c1	4%	13	1%	40%	10%	4%
3	COc1cccc(NC(=O)Nc2ccc3c(c2)CCC3)c1	1.6µM*	-11	2.2µM*	0%	11%	?
4	Cc1cc(C)n(CCN(C)Cc2cn[nH]c2-c2ccc(F)cc2F)n1	2%	11	1%	27%	3%	20%
5	CC(=O)N[C@@H](Cc1c[nH]c2ccccc12)C(=O)OCc1cc(C(F)(F)F)cc(C(F)(F)F)c1	1%[46.1 µM]	-22	3%[46.1 µM]	?	-6%	6%
6	CCCOc1ccc(NC(=O)c2c(-c3ccccc3)noc2C)cc1	2%	2	-4%	-20%	0%	-10%
7	COc1ccc(NC(=O)C/C(C)=N/NC(=O)C(=O)Nc2cccc(Cl)c2C)c(OC)c1	-3%	-6	-10%	-20%	-8%	11%
8	CSc1ccccc1NC(=O)Cn1c(-c2cscn2)nc2ccccc21	-10%	22	-4%	-7%	-11%	3%
9	CC(=O)N1CCC(C(=O)Nc2ccc3c(c2)CCC3)CC1	2%	-18	-3%	7%	10%	-1%
10	CN(C)c1ccccc1C(=O)N1CCC(n2nccc2NC(=O)C2CC2)CC1	4%	36[activator]	2%	-20%	2%	-13%

item	FLuc modulator	Menin-MLL TR inh	Gal4-VP16 FLuc	PKM2 activator	p53 reactivation
1	2%	0%	0%	2%	-11%
2	-6%	-1%	30%	3%	8%
3	4.3µM*	.	19%	.	23%
4	0%	3%	-3%	0%	-2%
5	-7%	36%[activator]	-15%	.	2%
6	5%	2%[11.7 µM]	2%	-1%	1%
7	?	2%	-13%	-4%	-3%
8	5%	-1%	1%	7%	-24%
9	-1%	.	3%	-7%	6%
10	-1%	.	3%	.	16%

The list continues:
item	canonical_smiles	Rab9 promoter act	Giardia killer	NPC1 prom act	RORgamma inh	ELG1 genotox	BRCA1 expr act
11	CC[C@@]12C(=O)N(c3ccccc3)C(=O)N1[C@H](c1cccc(C)c1)[C@@H]1C(=O)N(Cc3ccccc3)C(=O)[C@@H]12	-4%	16	-4%	18%	1%	-6%
12	Cc1cc(NC(=O)CSc2nc(C(C)C)nc3sc4c(c23)CCC(C)C4)no1 (stereo not drawn)	-1%	8	-6%	-1%	?	2%
13	COc1ccc(OC)c(/C=C/C(=O)Nc2cccc(S(=O)(=O)NC3=NCCCCC3)c2)c1	-2%	1	-2%	.	-1%	-2%
14	COc1ccc(C(=O)c2nccc3ccccc23)cc1	5%	4	9%	18%	11%	?
15	COc1cc(C(=O)OCC(=O)N2CCNC2=O)cc(Cl)c1OC	-5%	1	-2%	.	5%	-2%
16	CNC(=O)CN(c1cc(OCCOC)c(Cl)cc1Cl)S(=O)(=O)c1ccccc1	-6%	-8	-1%	3%	0%	-17%
17	Cc1ccc2oc(=O)cc(CN3CC(C)OC(C)C3)c2c1 (stereo not drawn)	2%	-4	0%	-17%	4%	-1%
18	C/C(=N\NC(=O)c1cc(C)oc1C)c1ccc(C)c([N+](=O)[O-])c1	-7%	0	10%	.	?	-3%
19	COC(=O)CSc1cc(C)nc(NC(C)=O)n1	-1%	7	1%	-34%	-4%	4%
20	CC1CN(CCCSc2ccc(Cl)cc2)CC(C)O1 (stereo not drawn)	11%	0	2%	25%	2%	2%

item	FLuc modulator	Menin-MLL TR inh	Gal4-VP16 FLuc	PKM2 activator	p53 reactivation
11	-3%	15%	?	1%	.
12	12%	8%	1%	1%	1%
13	?	.	.	.	-17%
14	-6%	19%	-1%	-1%	0%
15	0%	.	.	.	0%
16	1%	5%	9%	-2%	-3%
17	3%	0%	-12%	1%[0.46 µM]	20%
18	1%	.	.	.	2%
19	4%	-13%	23%	0%	6%
20	1%	-21%	9%	7%	-5%

Entries above that bear a hit mark in Rab9 promoter act.
no. | smiles | Rab9 promoter act | BRCA1 expr act | Menin-MLL TR inh | PKM2 activator | p53 reactivation
3 | COc1cccc(NC(=O)Nc2ccc3c(c2)CCC3)c1 | 1.6µM* | ? | . | . | 23%

The listing picks up with the 4 entries that preceded the break.
item	canonical_smiles	Rab9 promoter act	Giardia killer	NPC1 prom act	RORgamma inh	ELG1 genotox	BRCA1 expr act
17	Cc1ccc2oc(=O)cc(CN3CC(C)OC(C)C3)c2c1 (stereo not drawn)	2%	-4	0%	-17%	4%	-1%
18	C/C(=N\NC(=O)c1cc(C)oc1C)c1ccc(C)c([N+](=O)[O-])c1	-7%	0	10%	.	?	-3%
19	COC(=O)CSc1cc(C)nc(NC(C)=O)n1	-1%	7	1%	-34%	-4%	4%
20	CC1CN(CCCSc2ccc(Cl)cc2)CC(C)O1 (stereo not drawn)	11%	0	2%	25%	2%	2%
21	CCn1ncc(/C=N\NC(=O)c2ccc3c(c2)c(C)c(C)n3Cc2ccccc2)c1C	-5%	11	0%	?	-7%	-41%
22	O=C(NCc1cccs1)C1CC(c2ccc(Cl)cc2)=NO1 (stereo not drawn)	3%	-3	5%	23%	10%	-41%
23	O=C(Nc1ccc2c(c1)OCCO2)C1CCCN(S(=O)(=O)c2cnc[nH]2)C1 (stereo not drawn)	-4%	-27	1%	-16%	7%	-3%
24	Cc1nnc(N2CCN(c3ccccc3)CC2)[nH]c1=O	0%	3	-3%	1%	0%	-13%
25	CCN(C(=S)Nc1cccc(C)c1)c1ccccc1	0%	6	1%	16µM*	1%	-2%
26	O=C(c1ccccn1)c1ccc2ccccc2n1	2%	-10	-6%	-15%	2%	1%
27	Cc1ccc(-c2csc(NC(=O)CN3C(=O)CCC3=O)n2)cc1	-22%	-25	-2%	-5%	4%	4%
28	Cc1ccc(C)c(NS(=O)(=O)c2ccc3c(c2)Cc2cc(S(=O)(=O)Nc4cc(C)ccc4C)ccc2-3)c1	-2%	-2	-4%	0%[10 µM]	?	-66%
29	CCOC(=O)C1=C(C)NC(=O)NC1c1cccc(OC)c1OCc1ccccc1Cl (stereo not drawn)	-2%	-9	0%	12%	-7%	-35%
30	CCN(CC)S(=O)(=O)c1ccc(-c2nnc(SCc3nnc(-c4ccc(C)cc4)o3)o2)cc1	8%	10	1%	7%	10%	0%

item	FLuc modulator	Menin-MLL TR inh	Gal4-VP16 FLuc	PKM2 activator	p53 reactivation
17	3%	0%	-12%	1%[0.46 µM]	20%
18	1%	.	.	.	2%
19	4%	-13%	23%	0%	6%
20	1%	-21%	9%	7%	-5%
21	-11%	6%	?	-9%	-2%
22	?	?	4%	11%	6%
23	-4%	-13%	2%	3%	8%
24	3%[2.3 µM]	-16%	0%	?	-2%
25	0%	-11%	?	?	11%
26	-16%	.	-17%	-5%	8%
27	-1%	2%	4%	-16%	4%
28	-3%	?	?	-1%	14%
29	1%	-5%	1%	-7%	-6%
30	0%	-5%	-11%	-1%	8%

Following part
item	canonical_smiles	Rab9 promoter act	Giardia killer	NPC1 prom act	RORgamma inh	ELG1 genotox	BRCA1 expr act
31	Cc1nn(C)c(C(=O)NNC(=S)Nc2ccc(F)cc2)c1[N+](=O)[O-]	6%	7	-3%	7.9µM*	-2%	1%
32	O=C(COC(=O)CNC(=O)c1ccc(Cl)cc1Cl)NC(=O)NC1CCCCC1	-3%	1	-4%	.	0%	4%
33	CCOc1ccc(NS(=O)(=O)c2cc(NC(=O)CCS(=O)(=O)c3ccc(C)cc3)ccc2OC)cc1	1%	2	-3%	?	3%	-58%
34	Cc1cc(C=O)c(C)n1-c1ccc(N2CCCCC2)c([N+](=O)[O-])c1	-3%	-9	1%	?	2%	-22%
35	Cc1cc(C(=S)N2CCOCC2)c(C)n1-c1ccc(F)cc1	-6%	-10	1%	?	-5%	-1%

item	FLuc modulator	Menin-MLL TR inh	Gal4-VP16 FLuc	PKM2 activator	p53 reactivation
31	12%	1%	?	0%	8%
32	3%	.	.	.	0%
33	4%	13%	-1%	1%	-4%
34	2%	-21%	-16%	-1%	1%
35	-15%	-19%	-25%	5%	2%
